Bioassay records as filed in PubChem.
D1 antag – Antagonist of Human D 1 Dopamine Receptor: qHTS | D(1A) dopamine receptor (Homo sapiens), P21728 | HEK293 TREx D1 cells, calcium flux, dopamine EC80; hits give low values | activity change, negative = inhibition, % at 10 µM | 360,000 tested, 3.2% active; in the data active = activity change below about -30%; also: % is scaled to controls: 0 for no effect and ±100 for the full control effect
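Antagonism measured as reduced calcium response to an EC80 dopamine addition following 180 s compound pre-read; cells were inducible HEK293 Trex D1 plated overnight at 30 C, read kinetically at 1 cycle/sec.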
RXFP1 antag – qHTS Assay for Antagonists of the Relaxin Receptor RXFP1; HEK293-RXFP1, relaxin-stimulated cAMP HTRF, 30 min; hits give low values; activity change, negative = inhibition, % at 57.5 µM; 350,000 tested, 0.59% active;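 active = activity change of -60% or lower, but not beyond a set lower limit; inconclusive = change between -60% and -40%, or beyond the set limit; inactive = change above -40%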; also: % is scaled to controls: 0 for no effect and ±100 for the full control effect
Target sequence (Q9HBX9 whole entry, looked up): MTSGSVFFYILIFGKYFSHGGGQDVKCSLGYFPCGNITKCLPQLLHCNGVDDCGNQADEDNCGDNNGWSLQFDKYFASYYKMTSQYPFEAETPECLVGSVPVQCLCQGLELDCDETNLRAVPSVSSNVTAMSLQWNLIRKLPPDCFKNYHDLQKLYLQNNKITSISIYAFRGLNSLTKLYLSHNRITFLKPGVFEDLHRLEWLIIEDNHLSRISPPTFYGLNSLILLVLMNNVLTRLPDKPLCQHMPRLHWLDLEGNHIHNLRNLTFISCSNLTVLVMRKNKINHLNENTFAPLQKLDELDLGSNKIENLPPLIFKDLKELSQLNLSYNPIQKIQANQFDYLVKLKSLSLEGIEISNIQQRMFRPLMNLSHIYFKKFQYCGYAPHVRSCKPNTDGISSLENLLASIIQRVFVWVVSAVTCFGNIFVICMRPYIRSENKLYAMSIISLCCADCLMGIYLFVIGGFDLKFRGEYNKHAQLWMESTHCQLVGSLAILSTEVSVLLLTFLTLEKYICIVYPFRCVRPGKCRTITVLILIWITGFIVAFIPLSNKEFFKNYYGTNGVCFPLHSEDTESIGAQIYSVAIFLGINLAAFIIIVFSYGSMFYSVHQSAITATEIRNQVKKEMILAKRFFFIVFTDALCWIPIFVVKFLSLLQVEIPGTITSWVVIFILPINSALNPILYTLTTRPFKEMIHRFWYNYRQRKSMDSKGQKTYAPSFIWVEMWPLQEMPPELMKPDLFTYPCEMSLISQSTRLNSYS
Vif-A3F inh – qHTS for Inhibitors of Vif-A3F Interactions: qHTS; HeLa A3F-eYFP + Vif (tagged APOBEC3F with the HIV-1 protein that degrades it), YFP fluorescence increase; Potency, µM (series often up to 46.1 µM), for the others: top-dose activity, negative = active; 390,000 tested, 0.2% active; AID 602313, 2012; also: potency is read from the fitted curve at half-maximal effect; % of control where 0% means no effect; nearly all actives have a fitted effect of over 65% in size
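HeLa cells stably expressing Vif plus C-terminally eYFP-tagged A3F were seeded, incubated overnight at 37 deg C, dosed with compound, incubated overnight again at 37 deg C. Yellow fluorescence (Ex 488/Em 500-530) reported blocked Vif-mediated A3F-eYFP degradation.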
D1 agonist – Allosteric Agonists of the Human D1 Dopamine Receptor: qHTS; 360,000 tested, 1% active; D(1A) dopamine receptor (Homo sapiens), P21728; activation, % at 2 µM; HEK293 T-REx D1 cells, calcium flux, agonist mode; AID 504660, 2011; in the data active = activation above about 30%; also: 0% is about no effect
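Tetracycline-induced HEK293 TREx D1 cells, force-coupled to calcium signalling, were dye-loaded with a no-wash calcium kit. Compound was pin-added after a 10 s baseline. Fluorescence was read kinetically at 1 cycle/s for 180 s, with calcium rises flagged as agonism.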
D2 potentiator – HTS Assay for Positive Allosteric Modulators of the Human D2 Dopamine Receptor: Primary Screen for Potentiators. potentiation, % at 10 µM. D(2) dopamine receptor (Homo sapiens), P14416. 340,000 tested, 0.34% active. AID 485347, 2010. HEK293 T-REx D2, calcium flux, EC20 dopamine potentiation;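 active = potentiation over 3 SD above the plate norm, cut at about 30% in these data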; also: 0% is about no effect
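Primary screen. Calcium kinetics in induced HEK293 T-REx D2 cells: compound pre-addition 180 s, EC20 dopamine, 180 s more.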
D1 PAM – Potentiators of Human D1 Dopamine Receptor: qHTS; AID 504651, 2011; 360,000 tested, 0.036% active; potentiation, % at 10 µM; HEK293 TREx D1 cells, calcium flux, dopamine EC20 potentiation; D(1A) dopamine receptor (Homo sapiens), P21728; in the data active = potentiation above about 30%; also: 0% is about no effect
RXFP1 ag – qHTS Assay for Agonists of the Relaxin Receptor RXFP1. HEK293T-RXFP1 cAMP TR-FRET, 30 min; response scale: percent of porcine relaxin response, buffer zero. Potency, µM (series often up to 57.5 µM), inactives show at the top dose activation, actives largely listed as activators. 370,000 tested, 0.3% active. AID 2676, 2010; also: potency is read from the fitted curve at half-maximal effect; % is scaled to controls: 0 for no effect and ±100 for the full control effect; nearly all actives have a fitted effect of over 60% in size; many of its hits are not listed in these tables
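HEK293 cells stably expressing RXFP1, treated 30 min at 37C with compounds plus PDE4 inhibitor Ro 20174; cAMP measured by HTRF TR-FRET. Normalized to buffer and 29 nM porcine relaxin; EC50 by Hill fit.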
Vif-APOBEC3G blk – qHTS for Inhibitors of Vif-A3G Interactions: qHTS. HeLa A3G-eYFP + Vif (tagged APOBEC3G with the HIV-1 protein that degrades it), YFP fluorescence, overnight. 410,000 tested, 0.076% active. Potency, µM (series often up to 46.1 µM), without a hit: top-dose activity, negative = active, hits mostly inhibitors. DNA dC->dU-editing enzyme APOBEC-3G (Homo sapiens), Q9HC16;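 also: potency is read from the fitted curve at half-maximal effect; % is scaled to controls: 0 for no effect and ±100 for the full control effect; nearly all actives have a fitted effect of over 60% in size; hits raise eYFP signal because A3G escapes Vif-driven loss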
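Read-out is eYFP fluorescence (Ex 488/Em 500-530) from Vif-expressing HeLa A3G-eYFP cells; more signal means A3G escaped Vif-mediated degradation. Cells plated overnight, compound pinned in, incubated overnight at 37 deg C.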
GRP78 ERSR act – qHTS for Inducers of the Endoplasmic Reticulum Stress Response (ERSR) in Human Glioma: qHTS; 420,000 tested, 0.02% active; U87-MG GRP78 promoter luciferase reporter, 16 h; Potency, µM, for inactives: at the top dose activation, hits mostly activators; AID 602332, 2012; also: potency is read from the fitted curve at half-maximal effect; series mostly up to about 76 µM; % of control where 0% means no effect; nearly all actives have a fitted effect of over 35% in size
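Stably transfected U87-MG human glioma cells carrying a GRP78-based luminescent sensor were seeded at 1000 cells/well, pin-dosed with compounds and incubated 16 h. Luciferase reagent was then added, and end-point luminescence was read after 10 min at room temperature.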
Numbers without * were called inactive; u = inconclusive; x = not tested or not shown. Unless noted, calls follow the shape of the dose curve; as a rule, active = well fitted curve in the direction sought with a large enough effect; inconclusive = small, poorly fitted or top-dose-only effect, or another doubt; inactive = no such curve, though single readings can be large; an effect the other way counts as inactive or inconclusive. A portion of the library (hit frequency here may not be typical).

Preview (twelve entries):
SMILES	D1 antag	RXFP1 antag	Vif-A3F inh	D1 agonist	D2 potentiator	D1 PAM	RXFP1 ag	Vif-APOBEC3G blk	GRP78 ERSR act
Cc1cc(C)nc(SCc2cn3c(C)cccc3n2)n1	8	2	6%	1	5	-4	4.3%	3%	-3%
CCOC(=O)N1CCN(C(=O)Nc2ccc(Cl)cc2)CC1	5	-8	5%	1	-7	-3	1.3%	0%	-3%
COc1ccc(CCNS(=O)(=O)c2ccc3c(c2)NC(=O)CCS3)cc1OC	-19	29	-2%	6	10	-1	1.9%	2%	-2%
CC12CC3CC(C)(C1)CC(C(=O)NC1=NCCS1)(C3)C2	4	-17	5%	2	-4	-4	2.2%	-1%	1%
O=C(Cc1cccc2ccccc12)NCC(=O)Nc1ccccc1F	-51*	-4	-5%	1	0	-3	-1.0%	0%	1%
CCc1cccc(C)c1Nc1c(-c2ccc(F)cc2)nc2sccn12	-17	-15	0%	0	-2	0	4.0%	-4%	-3%
Cn1c(CC(=O)Nc2ccccc2F)nnc1SCC(=O)Nc1nncs1	2	0	-1%	-2	-6	4	0.6%	0%	1%
O=C(Nc1nnc(SCc2ccccc2)s1)C1=COCCO1	-4	-6	9%	4	0	-4	-0.5%	0%	-5%
COc1ccccc1C(O)P(=O)(OC1CCCCC1)OC1CCCCC1 (configuration not stated)	4	-12	6%	2	3	-1	-2.7%	1%	-2%
CN=C(Nc1ccccc1)SC1CC(=O)N(c2ccc(C(=O)OC)cc2)C1=O (configuration not stated)	7	-15	3%	-1	x	-5	0.1%	-5%	-4%
O=C(/C=C/c1ccccc1)NCCCNC(=O)/C=C/c1ccccc1	-14	-17	-18%	3	-4	-5	1.0%	-9%	4%
Cc1nn(CC(C)C(=O)N2CCN(S(=O)(=O)c3ccc(Cl)cc3)CC2)c(C)c1C (configuration not stated)	2	-2	12%	2	-16	-2	3.1%	0%	1%

Results (from the top)
SMILES	D1 antag	RXFP1 antag	Vif-A3F inh	D1 agonist	D2 potentiator	D1 PAM	RXFP1 ag	Vif-APOBEC3G blk	GRP78 ERSR act
Cc1cc(C)nc(SCc2cn3c(C)cccc3n2)n1	8	2	6%	1	5	-4	4.3%	3%	-3%
CCOC(=O)N1CCN(C(=O)Nc2ccc(Cl)cc2)CC1	5	-8	5%	1	-7	-3	1.3%	0%	-3%
COc1ccc(CCNS(=O)(=O)c2ccc3c(c2)NC(=O)CCS3)cc1OC	-19	29	-2%	6	10	-1	1.9%	2%	-2%
CC12CC3CC(C)(C1)CC(C(=O)NC1=NCCS1)(C3)C2	4	-17	5%	2	-4	-4	2.2%	-1%	1%
O=C(Cc1cccc2ccccc12)NCC(=O)Nc1ccccc1F	-51*	-4	-5%	1	0	-3	-1.0%	0%	1%
CCc1cccc(C)c1Nc1c(-c2ccc(F)cc2)nc2sccn12	-17	-15	0%	0	-2	0	4.0%	-4%	-3%
Cn1c(CC(=O)Nc2ccccc2F)nnc1SCC(=O)Nc1nncs1	2	0	-1%	-2	-6	4	0.6%	0%	1%
O=C(Nc1nnc(SCc2ccccc2)s1)C1=COCCO1	-4	-6	9%	4	0	-4	-0.5%	0%	-5%
COc1ccccc1C(O)P(=O)(OC1CCCCC1)OC1CCCCC1 (configuration not stated)	4	-12	6%	2	3	-1	-2.7%	1%	-2%
CN=C(Nc1ccccc1)SC1CC(=O)N(c2ccc(C(=O)OC)cc2)C1=O (configuration not stated)	7	-15	3%	-1	x	-5	0.1%	-5%	-4%
O=C(/C=C/c1ccccc1)NCCCNC(=O)/C=C/c1ccccc1	-14	-17	-18%	3	-4	-5	1.0%	-9%	4%
Cc1nn(CC(C)C(=O)N2CCN(S(=O)(=O)c3ccc(Cl)cc3)CC2)c(C)c1C (configuration not stated)	2	-2	12%	2	-16	-2	3.1%	0%	1%
CCn1c(SCC(N)=O)nnc1-c1ccc2c(c1)OCO2	2	1	0%	2	2	-11	0.8%	-2%	-4%
O=C(NCc1ccco1)c1cccc(Nc2nc3ccc(Br)cc3[nH]2)c1	-9	x	6%	4	-3	-1	3.5%	1%	-1%
COc1ccc(CN2CCN(C(=O)c3ccco3)CC2)c(OC)c1OC	x	5	1%	x	x	x	x	-1%	-4%
CN1CCCN(C(=O)CNC(=O)Cc2ccccc2)CC1	11	-1	1%	2	9	9	1.6%	0%	2%
O=C(NCCN1CCCCC1)Nc1ccccc1	6	8	-10%	6	-6	-3	0.6%	2%	-3%
CC12CN(S(=O)(=O)c3ccccc3)CC(C)(CN(S(=O)(=O)c3ccccc3)C1)C2	1	-6	7%	3	11	-1	-0.2%	1%	-1%
O=S(=O)(NC1CC1)c1ccc(F)c(F)c1	-7	8	-1%	0	15	-6	4.0%	5%	-6%
COc1ccc(CC(=O)N2N=C(c3ccncc3)CC2(O)C(F)(F)F)cc1 (configuration not stated)	-4	5	1%	9	4	-5	-1.6%	u	-1%
CCCC12CN3CC(C)(CN(C1)C3c1cn(C)c3ccccc13)C2=O (configuration not stated)	-9	-14	-6%	4	19	-1	1.1%	-4%	-4%
Cc1ccc(C)c(S(=O)(=O)N(C)c2ccc(OC(=O)C3CCN(C(=O)Nc4ccccc4)CC3)cc2)c1	x	-3	-8%	x	x	x	x	-2%	-3%
CC(=O)Nc1ccc(S(=O)(=O)NCCc2ccc(F)cc2)cc1	16	-7	-9%	4	0	-5	0.4%	2%	-3%
Cc1ccc(C2=NOC(=O)/C2=C\c2ccc(C)o2)cc1	-13	-20	3%	7	3	-3	-0.8%	-1%	3%
COc1ccccc1-n1nc(C)cc1N	22	11	-11%	2	-7	-1	0.7%	1%	-3%
CCCN(CCC)C(=O)Cn1c2ccccc2c2nc(=O)cc(C)n21	6	-9	-2%	-1	9	4	12%	1%	0%
Cc1ccccc1NC(=O)c1ccc(C)c(S(=O)(=O)Nc2cccnc2)c1	-2	-3	-12%	2	-13	11	0.2%	-1%	-3%
O=C(NCCCn1ccnc1)c1ccccc1Br	-11	-13	5%	3	17	2	2.0%	-4%	2%
O=C(O)c1cccc(NC2=C(n3nnc4ccccc43)C(=O)c3ccccc3C2=O)c1	3	0	5%	4	-2	10	-1.1%	3%	-5%
O=C(COc1ccccc1Cl)N(Cc1cccc(F)c1)C1CCS(=O)(=O)C1 (configuration not stated)	-8	-14	-3%	-1	-11	1	-0.2%	2%	-3%
Cc1ccc(C(NC(=O)CN2C(=O)NC3(CCCC3)C2=O)c2ccccc2)cc1 (configuration not stated)	-8	-2	0%	1	6	-1	-1.0%	-1%	1%
Cc1ccc(SCCC(=O)Nc2cc(C)on2)cc1	-2	-34	3%	7	0	-1	-0.2%	-7%	u
CCOC(=O)Cc1nnc(NC(=O)CSc2nc3ccccc3[nH]2)s1	4	-13	-6%	8	4	1	-0.1%	-5%	-1%
O=C(CCC(=O)N1CC2CCCN2c2ccccc21)NCc1ccc(F)cc1 (configuration not stated)	13	-18	-3%	1	-8	-4	3.2%	-3%	-4%
COc1cccc(/C=C2\Sc3ccc(C(=O)NCc4cccnc4)cc3N(C)C2=O)c1	-17	1	-4%	3	0	-8	-2.8%	-21%	-4%
O=C(N/N=C/C1CC=CCC1)c1ccc(O)cc1O (configuration not stated)	8	2	-12%	1	3	1	-1.2%	-3%	-1%
O=c1cc(CSc2nnc(C3CC3)n2Cc2ccccc2)nc2sccn12	-5	3	5%	1	-1	-4	13%	1%	1%
Cc1cc(NC(=O)c2ccc(Cn3nc(C)c(Br)c3C)o2)no1	-9	-4	-3%	3	1	-4	-0.1%	-6%	-1%
CCOC(=O)c1c(C)[nH]c(/C(C)=N/NC(=O)c2cccnc2)c1C	x	2	-5%	x	x	x	x	9%	2%
Cc1cc(S(=O)(=O)n2cnc3cc([N+](=O)[O-])ccc32)ccc1Cl	-14	x	3%	6	9	4	-0.4%	2%	-1%
COc1ccc(S(=O)(=O)N2CCCCC2)cc1NC(=O)C1CC(=O)N(Cc2ccccc2)C1 (configuration not stated)	7	9	-5%	0	-8	-4	0.2%	-6%	0%
CCCN1C(=O)/C(=C/c2ccc(N3CCOCC3)cc2)NC1=S	5	-5	u	132*	x	-1	2.5%	u	-5%
COC(=O)c1ccccc1Oc1ccc(NC(=O)CCCl)cc1	-3	-14	9%	0	1	-2	-0.4%	-1%	4%
CN(CC1CCCN(CCc2ccccc2F)C1)C(=O)c1ccoc1 (configuration not stated)	8	-10	2%	1	-11	3	1.2%	2%	0%
Cc1ccc(C)c(NC(=O)CN(Cc2ccccc2)S(=O)(=O)c2ccc3nc(C)sc3c2)c1	1	-1	0%	2	9	-2	-0.4%	2%	-2%
COc1ccc(Br)cc1/C=N/n1c(C)nnc1C	2	6	-8%	0	-13	-5	0.7%	1%	-3%
O=C(NC12CC3CC(CC(C3)C1)C2)N1CCCC(CO)C1 (configuration not stated)	7	8	-10%	-1	-33	-3	0.4%	2%	3%
COc1ccccc1N1CCN(/N=C\c2sccc2C)CC1	-43*	-13	18%	5	x	-4	-0.3%	4%	6%
O=C(NCC1CCCO1)c1cc2c(s1)CCCC2 (configuration not stated)	23	3	-9%	1	-13	0	0.3%	-1%	-2%

Look-ups from the results shown.
`Cc1ccc(C)c(NC(=O)CN(Cc2ccccc2)S(=O)(=O)c2ccc3nc(C)sc3c2)c1` – Vif-A3F inh = 0%
`O=C(/C=C/c1ccccc1)NCCCNC(=O)/C=C/c1ccccc1` – D1 PAM = -5
